Screens as filed in PubChem.
TRHR PAM – allosteric enhancers of human TRH receptor; P34981; enhancement, % at 2 µM; AID 493056; TRHR cells, fluo-8 calcium fluorescence, EC20 TRH enhancement; 0.66% of 360,000 active; in the data active = enhancement above about 30%; note: 0% is about no effect
Target sequence (P34981 whole entry, looked up): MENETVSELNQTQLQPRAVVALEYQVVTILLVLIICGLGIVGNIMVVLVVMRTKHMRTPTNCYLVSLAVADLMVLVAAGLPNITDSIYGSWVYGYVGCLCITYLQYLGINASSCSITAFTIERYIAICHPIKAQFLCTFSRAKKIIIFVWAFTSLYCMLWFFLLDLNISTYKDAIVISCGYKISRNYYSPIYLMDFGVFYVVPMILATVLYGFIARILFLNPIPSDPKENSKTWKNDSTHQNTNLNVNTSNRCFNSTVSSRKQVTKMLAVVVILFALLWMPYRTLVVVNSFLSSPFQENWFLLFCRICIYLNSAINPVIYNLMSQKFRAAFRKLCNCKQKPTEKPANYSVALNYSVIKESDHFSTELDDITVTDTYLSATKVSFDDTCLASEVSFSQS
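Enhancer read-out: after compound pinning and an initial kinetic agonist-mode read, an EC20 of TRH (10 nM final) was injected and fluo-8 calcium signal (Ex 480/Em 530) followed at 1 s/cycle for 100 cycles in TRHR-expressing cells.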
D2 antagonist – D2 dopamine receptor (human) antagonism; 2% of 340,000 active; HEK293 TREx D2 cells, calcium flux, dopamine EC80; inhibition, % at 10 µM; in the data active = inhibition above about 30%; note: 0% is about no effect
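In this primary screen, negative modulation is detected by tracking calcium flux after an EC80 dopamine challenge in inducible HEK293 T-REx D2 cells preexposed to test compound for 180 s.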
rTrxR1 inhibitor – rat TrxR1 inhibition; O89049; recombinant rTrxR1, NADPH fluorescence consumption, selenite substrate; Potency, µM (highest dose often 114 µM), for the others: at the highest dose activity change, negative = inhibition, hits mostly inhibitors; 1% of 390,000 active; AID 588453; note: potency is the fitted concentration of half-maximal effect; % is set by controls: 0 for no effect and ±100 for the full control effect; nearly all actives have a fitted effect of over 65% in size
Target sequence (O89049 whole entry, looked up): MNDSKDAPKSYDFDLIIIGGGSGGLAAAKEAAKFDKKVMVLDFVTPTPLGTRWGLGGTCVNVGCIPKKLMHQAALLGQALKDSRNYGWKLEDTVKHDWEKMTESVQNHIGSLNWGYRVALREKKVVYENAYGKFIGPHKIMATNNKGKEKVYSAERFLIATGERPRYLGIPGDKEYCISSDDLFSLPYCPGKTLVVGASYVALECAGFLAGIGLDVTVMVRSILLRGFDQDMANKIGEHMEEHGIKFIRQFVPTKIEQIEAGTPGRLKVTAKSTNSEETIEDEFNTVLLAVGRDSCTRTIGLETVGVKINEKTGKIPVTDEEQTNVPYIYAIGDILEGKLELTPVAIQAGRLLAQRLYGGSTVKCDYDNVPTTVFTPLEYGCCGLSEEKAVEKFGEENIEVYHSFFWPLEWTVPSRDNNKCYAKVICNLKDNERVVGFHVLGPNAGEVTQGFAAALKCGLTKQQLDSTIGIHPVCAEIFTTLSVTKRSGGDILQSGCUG
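Rat TrxR1 (90 nM in the dispensed reagent) was pre-reduced with 400 uM NADPH for 5 min at room temperature, then incubated with compound for 15 min. After 400 uM selenite was added, NADPH fluorescence (Ex 340/Em 450 nm) was followed for 8 min.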
TRHR ag – agonists of human TRH receptor | P34981 | TRHR cells, calcium flux fluo-8, FDSS agonist mode | activation, % at 2 µM | 0.18% of 360,000 active | AID 493084; in the data active = activation above about 30%; note: 0% is about no effect
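Agonist-mode FDSS calcium read (Ex 480/Em 530, 1 s cycles) in 1536-well TRHR cells with fluo-8 dye, after 10-cycle baseline and 23 nL compound addition; TRH at EC20 (10 nM final) added afterwards for the enhancer phase.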
D2 agonist – activates the human D2 dopamine receptor; P14416; HEK293 T-REx D2 cells, calcium flux agonist mode; activation, % at 2 µM; 0.53% of 340,000 active;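 active = activation over 3 SD above normal in the single-dose calcium agonist read, cut at about 30% in these data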; note: 0% is about no effect
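Calcium-flux readout, 1 cycle/sec over 180 s following compound pin transfer, in inducible HEK293 Trex D2 cells (force-coupled); dopamine controls included. Positive calcium responses during this window marked compounds as potential agonists.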
TrxR1 substrate – substrates of rat thioredoxin reductase 1. O89049. purified TrxR1 substrate turnover, NADPH consumption readout. Potency, µM (series often up to 114 µM), inactives show at the highest dose activity change, negative = substrate turnover. 0.01% of 390,000 active; note: potency is the fitted concentration of half-maximal effect; % is set by controls: 0 for no effect and ±100 for the full control effect; nearly all actives have a fitted effect of over 50% in size
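Rat TrxR1, dispensed at 90 nM, was prereduced with 400 uM NADPH (final) for 5 min at ~22 deg C, then incubated with compound 15 min before 400 uM selenite. A first-read NADPH fluorescence drop versus no-compound background flagged substrates.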
PI4K2A block – inhibitors of human PI4K2A; Q9BTU6; purified PI4K2A, ADP-Glo luminescence, 1 h; hits give low values; activity change, negative = inhibition, % at 76.9 µM; 0.13% of 420,000 active; AID 1346378; in the data active = activity change below about -50%; inconclusive = mostly about -30% to -49%;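 note: -100% = wells without enzyme as full effect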
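Compounds are screened against recombinant PI4K2A using PI as substrate and ATP, the latter dispensed at 300 microM. Reactions run one hour at ambient temperature before ADP-Glo detection; full inhibition defined by wells lacking enzyme.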
USP1-UAF1 inh – blocks the human USP1/UAF1 deubiquitinase complex | O94782 | recombinant USP1/UAF1, Ub-Rhodamine cleavage fluorescence | Potency, µM (highest dose often 57.1 µM), without a hit: at the highest dose activity change, negative = inhibition, usual class: inhibitors | 0.23% of 390,000 active | AID 743255; note: potency is the fitted concentration of half-maximal effect; % is set by controls: 0 for no effect and ±100 for the full control effect; nearly all actives have a fitted effect of over 60% in size; inactives centre near -12
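USP1/UAF1 complex at 1 nM was preincubated with compound for 15 min at room temperature, then Ub-Rho substrate (150nM final) was added. Fluorescence (480/540 nm) was read kinetically, 6 reads every 60 seconds.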
mIDH1 inhibitor – inhibitors of human mutant IDH1 R132H; O75874; IDH1-R132H enzyme, NADPH consumption, diaphorase/resazurin fluorescence; Potency, µM (series often up to 76.6 µM), inactives show top-dose activity change, negative = inhibition, most hits filed as inhibitors; 0.093% of 390,000 active; AID 602179; note: potency is the fitted concentration of half-maximal effect; % is set by controls: 0 for no effect and ±100 for the full control effect; nearly all actives have a fitted effect of over 65% in size
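IDH1-R132H (0.5 ug/mL dispensed) in pH 7.5 Tris buffer was preincubated 30 min with compound, then given a substrate mix of 0.016 mM NADPH and 2 mM alpha-KG for 80 min at room temperature; remaining NADPH was read by diaphorase/resazurin fluorescence.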
Starred values were filed as active, the others as inactive; ? = inconclusive; . = no result given; [ ] = dose if it differs, or a comment. Unless noted, calls come from the whole dose curve; as a rule, active = well fitted inhibition curve with a large enough effect; inconclusive = small, poorly fitted or top-dose-only effect; inactive = no such curve, though single readings can be large or run the other way.

SMILES | TRHR PAM | D2 antagonist | rTrxR1 inhibitor | TRHR ag | D2 agonist | TrxR1 substrate | PI4K2A block | USP1-UAF1 inh | mIDH1 inhibitor
COc1ccc(C(=O)Nc2cccc3c2CCCC3)cc1OC | 9 | 1 | 30% | -0.4 | 0.3 | 10% | -6 | -17% | 2%
Cc1c(/C=N/NC(=O)C(NC(=O)c2ccc3c(c2)OCO3)C(C)C)c2ccccc2n1C (stereo unspecified) | 32* | -21 | ? | 5.9 | 10.0 | -7% | -2 | -17% | 9%
COCCN(C(=O)COC(=O)/C=C/c1ccc2c(c1)OCO2)c1c(N)n(Cc2ccccc2)c(=O)[nH]c1=O | -3 | -6 | 14% | 0.1 | 0.9 | 11%[57.1 µM] | 8 | -13% | -6%
O=S(=O)(Nc1ccc(O)c(Sc2nc3ccccc3s2)c1)c1ccc(Cl)cc1 | 8 | -2 | -13% | 0.0 | 0.0 | -15% | 2 | -3% | -20%
COC(=O)c1c(-c2ccc(OC)cc2)sc2ccc(N3CCOCC3)cc12 | . | . | -6% | . | . | -9%[57.1 µM] | -3 | ? | 16%
Cc1ccc2[nH]c3c(N4CCN(Cc5ccccc5)CC4)ncnc3c2c1 | -1 | 39* | 23%[57.1 µM] | 1.1 | 1.2 | 11%[57.1 µM] | 2 | -23% | -1%
Clc1ccc(CSc2nccn2Cc2ccccc2)cc1 | -1 | -24 | 16% | -0.4 | 0.2 | 4% | 4 | -30% | 9%
COc1ccc(S(=O)(=O)N2CCOCC2)cc1NC(=O)CSc1cc(C)ccc1C | -15 | -16 | 11%[57.1 µM] | 1.4 | 1.3 | -9% | 1 | -6% | 4%
CCN1CC=C2C(C1)C(c1ccc(Cl)s1)C(C#N)=C(N)C2(C#N)C#N (stereo unspecified) | 0 | -10 | ? | 18 | 2.7 | 5% | 2 | ? | ?
O=C(NC1CCN(Cc2ccccc2)CC1)c1ccc(Oc2cc(Cl)cc(Cl)c2)o1 | 15 | 27 | 14% | -0.2 | 0.7 | -1% | 0 | -25% | 2%
CCC(=O)Nc1cc(NC(=O)CSc2ncc(-c3ccc(F)cc3)n2Cc2ccco2)ccc1C | -1 | -9 | -15% | 0.0 | 0.1 | -4% | 5 | -14% | 8%
FC(F)(F)c1cc(-c2ccco2)nc2ncnn12 | -3 | -1 | ? | -0.2 | -1.0 | 46%[activator] | 3 | -4% | -4%
O=C(O)c1ccc(NCc2ccc3c(c2)OCO3)cc1 | 2 | -16 | 2% | 0.4 | 1.1 | 3% | -4 | -5% | 1%
COc1ccc(-c2cn(-c3ccc(Cl)cc3)c3[n+]2CCCCC3)cc1 | -3 | -8 | -1%[57.1 µM] | 0.6 | 0.8 | 5%[57.1 µM] | -3 | 5% | 2%
CC(c1ccccn1)N(C)C(=O)c1ccc2nc(Cc3cccc(Cl)c3)oc2c1 (stereo unspecified) | -1 | -3 | 25% | -0.8 | . | 8% | 3 | -26% | -8%
CCOC(=O)N1CCN(C(=O)C2CCCN(S(=O)(=O)c3c(C)cc(C)cc3C)C2)CC1 (stereo unspecified) | -5 | -13 | -8% | 0.0 | -0.4 | -8% | 6 | -10% | 5%
CC1=C(C(=O)Nc2ccc(C)cc2C)C(c2ccc(Br)cc2)n2ncc(C(=O)Nc3cccc(C)c3)c2N1 (stereo unspecified) | -4 | . | 37%[activator] | 1.8 | -0.8 | 12% | -8 | -5% | 14%
CS(=O)(=O)c1ccccc1C(=O)Nc1cc(Cl)ccc1-n1cncn1 | 0 | -15 | -10% | 0.2 | 0.7 | -6% | 2 | 2% | 0%
COC(=O)COc1c(Cl)cc(C(c2c(C)[nH][nH]c2=O)c2c(C)[nH][nH]c2=O)cc1OC | 8 | -6 | -6% | 0.4 | -0.2 | 4% | -20 | -11% | 5%
CCc1ccc(NC(=S)/N=C(\N)Nc2nc(C)c3cc(CC)ccc3n2)cc1 | 9 | -27 | -2% | -0.1 | 0.3 | -6% | 4 | -17% | -7%
CN(C)S(=O)(=O)c1cccc(NC(=O)c2ccc3c(c2)OCCO3)c1 | -4 | 0 | -20% | -0.6 | -0.4 | -17% | 1 | -1% | 4%
Cc1ccc(-n2c(SCC(=O)Nc3ccc4c5c(cccc35)CC4)nc(O)cc2=O)cc1 | 7 | 1 | 14% | 1.4 | -0.4 | 7% | -2 | -17% | 7%
Cc1c(CCC(=O)NCCCn2ccnc2)c(=O)oc2c(C)c3oc4c(c3cc12)CCCC4 | 5 | -9 | -8% | 3.5 | 0.9 | -2% | -10 | -16% | ?
O=C(N1CCOCC1)N1CCN(S(=O)(=O)c2ccc(Cl)cc2)CC1 | -6 | -3 | 12% | 1.5 | -1.1 | -5%[2.29 µM] | 4 | -20% | 0%
CC1=C(c2ccc(C)c(C)c2)S(=O)(=O)N=C1N1CCC(C(=O)NCc2ccccc2C)CC1 | -1 | . | 5%[57.1 µM] | 0.0 | -0.6 | 3%[57.1 µM] | -2 | 15% | .

Further records follow:
SMILES | TRHR PAM | D2 antagonist | rTrxR1 inhibitor | TRHR ag | D2 agonist | TrxR1 substrate | PI4K2A block | USP1-UAF1 inh | mIDH1 inhibitor
CCn1c(Cc2ccc(OC)cc2)nnc1SCC(=O)NC1CC1 | -3 | 20 | 24%[57.1 µM] | -0.2 | 0.6 | 10%[57.1 µM] | -1 | -17% | 4%
COc1ccc(C)cc1NC(=O)NC1CCCc2ccccc21 (stereo unspecified) | 2 | -3 | 11% | -0.3 | -1.4 | -3% | -1 | -6% | -5%
CC(C)C(NC(=O)C(Cc1ccccc1)NC(=O)OCc1ccccc1)C(=O)O (stereo unspecified) | 1 | 14 | -10%[57.1 µM] | 1.3 | 0.4 | -9%[57.1 µM] | -5 | 2% | 0%
CCCCNC(=S)NNC(=O)c1csc(C)c1C | 10 | -8 | 3% | -0.1 | 0.1 | 2% | 1 | -2% | 5%
CCOC(=O)CCCc1ccc(/C(C)=N/NC(N)=S)cc1 | 8 | -10 | -16%[57.1 µM] | -1.2 | -2.2 | -3% | -4 | 2% | 20%
Cc1ccc(C2(O)CN(c3ccccc3)C3=[N+]2CCS3)cc1 (stereo unspecified) | 5 | -2 | -21% | 0.2 | -0.2 | -12% | -2 | -5% | 13%
O=C(COc1ccc2ccccc2c1)NCC1CCCO1 (stereo unspecified) | -12 | . | 30% | 0.0 | . | 6% | -2 | -2% | 0%
COc1cc(C(=O)N/N=C/c2ccc3c(c2)c2ccccc2n3C)ccc1O | 6 | -8 | 13% | -1.0 | 0.0 | 54%[activator] | 2 | -8% | 1%
O=C1ON=C(c2ccc([N+](=O)[O-])cc2)/C1=C/c1ccccc1O | 2 | -1 | 18µM* | -0.3 | 1.2 | 4% | -5 | -21% | 0%
Clc1ccccc1CNCC1CCCO1 (stereo unspecified) | -3 | -15 | 15%[57.1 µM] | -0.4 | -0.1 | 9%[57.1 µM] | -2 | -24% | 16%
O=C(NCCN1CCOCC1)c1cc(-c2ccc(F)cc2)nc2ccccc12 | 0 | 10 | 0% | -0.3 | -0.7 | 9% | -2 | -2% | -2%
Cc1c(Cl)cccc1-n1ncc(C(=O)N2CCN(c3ncccn3)CC2)c1C1CCN(C(=O)OC(C)(C)C)CC1 | -5 | . | 18% | -0.2 | 0.4 | 4% | 2 | ? | 0%
COc1ccc(CCNC(=O)CCS(=O)(=O)c2ccc3c(c2)NC(=O)CS3)cc1OC | 1 | 3 | ? | 0.6 | 0.0 | -13% | 2 | -25% | 7%
COCCCN1C(=O)C(=O)/C(=C(/O)c2ccc(S(=O)(=O)N3CCOCC3)cc2)C1c1cccc(Cl)c1 (stereo unspecified) | -3 | 11 | -5% | 0.7 | 0.4 | -13% | -3 | -20% | -8%
CC(C(=O)Nc1ccc(S(=O)(=O)N2CCOCC2)cc1)N1C(=O)C2CC=CCC2C1=O (stereo unspecified) | 0 | -18 | -3% | 0.0 | -3.3 | -2% | -2 | -2% | -3%
O=C(NC1c2ccccc2-c2ccccc21)N1CCCCC1 | -7 | 2 | 6% | -0.6 | -0.7 | -1% | -6 | 1% | 13%
Cc1ccc(NC(=O)CN2C(=O)CSc3ccc(S(=O)(=O)N4CCCC4)cc32)cc1F | 0 | . | 12% | 1.1 | -0.1 | -7% | -1 | -11% | 5%
O=C(CNS(=O)(=O)c1ccc(Cl)cc1)N1CCN(c2ccc(F)cc2)CC1 | . | . | 10% | . | . | -6% | 2 | -5% | -13%
Cc1ccc(-c2nnc3ccccc3c2C(=O)Nc2ccccc2F)cc1 | -2 | . | -7%[57.1 µM] | -0.2 | -0.1 | -4%[57.1 µM] | -1 | 15% | 14%
COc1cccc(/C(O)=C2/C(=O)C(=O)N(Cc3ccco3)C2c2ccncc2)c1 (stereo unspecified) | 8 | . | ? | 0.2 | . | -13% | -2 | -2% | 9%
O=C(NCc1cccnc1)c1ccc(COc2ccccc2Cl)o1 | -3 | -10 | 25% | 0.5 | -0.3 | -1% | 3 | -14% | -1%
O=C(Nc1ccc(S(=O)(=O)N2CCCCC2)cc1)C1CC(=O)N(c2ccc(Cl)cc2)C1 (stereo unspecified) | 5 | -11 | 7%[57.1 µM] | 0.4 | 0.1 | 4%[57.1 µM] | -8 | -13% | -4%
